inhibitors of VEEV: inhibitors of VEEV TC-83 cytopathic effect, confirmation, Vero cells (AID 588727); Vero cells, VEEV TC-83 cytopathic effect inhibition; higher % means a stronger effect; one-dose inhibition, % at 20 µM; IC50 in µM for titrated hits; 0.13% of 350,000 active; in the data active means a potency from the dose series; inconclusive means inhibition mostly from about 14% at the one dose, without a potency; inactive means the rest, 99 in 100 with inhibition below about 12%; further: strong numbers were not always called active
M. tuberculosis HTS: M. tuberculosis growth inhibition, HTS (AID 449762). M. tuberculosis H37Rv growth inhibition, 7H9 media; higher % means a stronger effect. one-dose inhibition, % at 25 µM; IC50 in µM for titrated hits. 0.59% of 330,000 active; in the data active means a potency from the dose series; inconclusive means inhibition above about 70% without an active follow-up result;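 further: bacterial growth assessed after seven days of incubation; strong numbers were not always called active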
PhoP GFP inhibition: PhoP regulon inhibitors, Salmonella typhi PhoP promoter GFP reporter, confirmatory (AID 1850); inhibition, % at 50 µM, or IC50 in µM where a hit was titrated; Salmonella Typhi PhoP-promoter GFP reporter, fluorescence, 4 h; higher % means a stronger effect; 0.33% of 310,000 active; in the data active means a potency from the dose series; inconclusive means inhibition mostly from about 25% at the one dose, without a potency; inactive means the rest, 99 in 100 with inhibition below about 19%;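 further: 0% = induced wells with vehicle and 100% = uninduced wells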
H1N1 NS1A inhibition: H1N1 influenza NS1A inhibitors, functional cell based assay (AID 504329); 0.3% of 340,000 active; inhibition, % at 12.5 µM, or IC50 in µM where a hit was titrated; NS1A functional cell-based assay, percent inhibition; higher % means a stronger effect; in the data active means a potency from the dose series; inconclusive means inhibition above about 27% without an active follow-up result; further: strong numbers were not always called active
tuberculosis growth: growth inhibition of non-replicating M. tuberculosis (AID 488890); Mycobacterium tuberculosis non-replicating, growth inhibition; higher % means a stronger effect; inhibition, % at 25 µM; hits with a dose series show IC50 in µM; 0.39% of 320,000 active; in the data active means a potency from the dose series; inconclusive means inhibition mostly from about 82% at the one dose, without a potency; inactive means the rest, 99 in 100 with inhibition below about 76%;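 further: plate controls were DMSO cells for no effect and high antibiotic wells for full effect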
inhibitors of VEEV 10K pilot screen: second read-out of inhibitors of VEEV, no call of its own (marks repeat the call); inhibition, %; measured here: 10K pilot screen inhibition
* = called active by the depositor; i = inactive; ? = inconclusive; . = no result given. Rows were taken by chance; 1.4% or so of the library scored in one or more.

SMILES	inhibitors of VEEV	M. tuberculosis HTS	PhoP GFP inhibition	H1N1 NS1A inhibition	tuberculosis growth	others
CNC(=O)C1CC(=O)N(Cc2ccc3c(c2)OCO3)C(=Nc2ccc(OC)cc2)S1 (configuration not stated)	0.7%	4%	-2%	-16%	11%
c1ccc(N2CCN(Cc3ccnc4ccccc34)CC2)cc1	i	-6%	-5%	0%	15%
O=C(NCC1CCCN(Cc2ccc3nonc3c2)C1)c1ccc(F)cc1 (configuration not stated)	0.8%	3%	6%	-12%	27%
CC1CCCN(C(=O)Cn2nnc(-c3ccccc3F)n2)C1 (configuration not stated)	i	1%	10%	2%	6%
O=C(CC(=O)Nc1ccc(Cl)c(Cl)c1)N/N=C/c1ccc(O)cc1	1.2%	54%	-2%	-9%	21%
Cc1ccc(O)c(CNc2ccc(S(=O)(=O)Nc3nccs3)cc2)c1	1.5%	3%	0%	-6%	78%
Cc1ccsc1CN(C)C(=O)C(NC(=O)c1cccc(S(=O)(=O)N2CCOCC2)c1)C(C)C (configuration not stated)	3.2%	-9%	.	-17%	25%
CCN(CC(=O)Nc1ccc2c(c1)OCCO2)C(=O)C(C)Oc1ccc(F)cc1 (configuration not stated)	1.6%	.	.	2%	.
Cc1[nH]n(-c2ccccc2)c(=O)c1C(C[N+](=O)[O-])c1ccccc1Cl (configuration not stated)	7.3%	7µM*	5%	-2%	?
Cc1ncc(CN2CCC(CO)(CCOc3ccccc3)CC2)s1	i	12%	0%	-2%	11%
COc1ccc(CCn2c(C)nc3ccccc3c2=O)cc1OC	6.1%	1%	-4%	-4%	-2%
OCC[C@@H]1C[C@@H](O)[C@H](O)[C@]2(CCCCO2)O1	i	5%	-4%	-7%	-17%	inhibitors of VEEV 10K pilot screen=0.0
C[C@H](CO)N1C[C@H](C)[C@@H](CN(C)C(=O)Nc2ccccc2)Oc2ccc(NC(=O)Nc3ccccc3)cc2C1=O	0.5%	4%	.	-17%	-1%
CC1C(=O)N2CCCc3cc(S(=O)(=O)N4CCCCC4)cc1c32 (configuration not stated)	6.0%	9%	-12%	-11%	12%
COC(=O)c1ccccc1CC1SC(N)=NC1=O (configuration not stated)	i	-3%	-1%	9%	5%
COc1cccc(CNC(=O)Cc2ccc(OC)c(S(=O)(=O)N3CCOCC3)c2)c1	3.6%	-2%	-8%	11%	-1%
O=C(Cn1cnc2ccccc2c1=O)Nc1ccccc1N1CCOCC1	1.7%	-4%	4%	-3%	15%
CN1C(=O)/C(=C/c2coc3ccc(O)cc3c2=O)SC1=S	1.7%	-2%	11%	17%	10%
Cc1cc(C)cc(N(CC(=O)NCC2CCCO2)C(=O)CCC(=O)Nc2cc(C)on2)c1 (configuration not stated)	0.3%	-11%	-13%	-11%	-10%
CC(C)C(C)NC(=O)CN1C(=O)NC(c2ccccc2)(c2ccccc2)C1=O (configuration not stated)	5.4%	-11%	8%	-11%	4%
Cc1nc(Nc2ccc(S(N)(=O)=O)cc2)sc1-c1ccccc1	6.5%	41%	18%	8%	19%
CC(=O)Nc1ccc(NC(=O)COc2ccc(-c3ccc(C#N)cc3)cc2)cc1	4.6%	40%	2%	5%	-8%
COc1cc2sc(-c3ccc(S(C)(=O)=O)cc3)c(C(=O)NCCCCO)c2cc1OC	9.4%	4%	.	6%	-12%
N#CCC(=O)N/N=C/c1ccc(OCC(=O)Nc2ccc(F)cc2)cc1	0.1%	4%	-8%	6%	23%

A portion from the list above, for reference:
SMILES	inhibitors of VEEV	M. tuberculosis HTS	PhoP GFP inhibition	H1N1 NS1A inhibition	tuberculosis growth	others
C[C@H](CO)N1C[C@H](C)[C@@H](CN(C)C(=O)Nc2ccccc2)Oc2ccc(NC(=O)Nc3ccccc3)cc2C1=O	0.5%	4%	.	-17%	-1%
CC1C(=O)N2CCCc3cc(S(=O)(=O)N4CCCCC4)cc1c32 (configuration not stated)	6.0%	9%	-12%	-11%	12%

(further entries)
SMILES	inhibitors of VEEV	M. tuberculosis HTS	PhoP GFP inhibition	H1N1 NS1A inhibition	tuberculosis growth	others
CSc1cccc(NS(=O)(=O)c2cccc3nsnc23)c1	1.9%	-1%	-2%	11%	12%
O=C(Cc1ccccc1)Nc1ccc(F)cc1	1.8%	3%	1%	.	5%
COc1cccc(CNC(=O)CC2C(=O)NCCN2Cc2ccoc2)c1OC (configuration not stated)	i	-7%	-2%	-1%	12%
COc1ccc(-c2csc3ncnc(N4CCN(c5ccc(OC)cc5)CC4)c23)cc1	9.0%	40%	-4%	3%	7%
CC(CCc1ccccc1)NC(=O)CCN1N=C(c2ccccc2)CCC1=O (configuration not stated)	0.2%	3%	-3%	1%	21%
O=C(Nc1cn(-c2ccccc2)nc1-c1ccc(F)cc1)c1ccccc1	i	0%	-24%	-5%	-1%
COc1ccc(OC)c(CN2CCCC(C(=O)c3ccccc3SC)C2)c1 (configuration not stated)	1.0%	-4%	20%	22%	26%
O=C(O)c1cc(S(=O)(=O)N(Cc2ccccc2)c2cccc(C(F)(F)F)c2)ccc1Cl	0.4%	-5%	-2%	-7%	-7%
COCCOC(=O)C(CC(=O)O)NCc1ccco1 (configuration not stated)	0.9%	-6%	-4%	9%	-3%
CCOc1ccc(-c2cc(C)[n+](CCN3CCOCC3)c(-c3ccc(OCC)cc3)c2)cc1	0.5%	12%	8%	-20%	74%
CCSC1=C(C#N)C(c2cccs2)C(C(=O)OC)=C(C)N1 (configuration not stated)	i	-5%	-6%	5%	7%
CCC(Sc1nc2n[nH]c(C)c2c(=N)n1-c1cccc(Cl)c1)C(=O)NCCOC (configuration not stated)	5.4%	6%	0%	3%	9%
COC(=O)C(Sc1nc(C)cc(C)c1C#N)c1ccccc1 (configuration not stated)	i	6%	-3%	2%	5%
CC(=O)NCCOc1nc(N2CCCCC2)nc(N2CCCCC2)n1	i	0%	-6%	2%	13%
Cn1nc(C2CC2)cc1NC(=O)CC(CC(=O)O)c1ccccc1 (configuration not stated)	2.7%	-1%	2%	.	-18%
Cc1ccc(S(=O)(=O)N2CCOCC2)cc1C(=O)N1CCc2ccccc21	0.9%	0%	.	-13%	14%
Cc1cc(C)nc(NC(=S)Nc2ccccc2)n1	0.8%	-5%	4%	-3%	-11%
COc1ccc(OC)c(S(=O)(=O)N2CCN(CC(O)COc3ccc(C#N)cc3)CC2)c1 (configuration not stated)	1.0%	11%	4%	6%	-8%
Cc1ccc(C(=O)C[n+]2cc(Br)cc(Br)c2)cc1	0.4%	0%	13%	4%	12%
COc1ccc(NC(=O)CNc2ccccc2N2CCCC2=O)cc1S(=O)(=O)N1CCOCC1	3.4%	-12%	.	-4%	.
COC(=O)COc1ccc(S(=O)(=O)NCCC2=CCCCC2)cc1	1.2%	59%	-4%	-2%	?
Cc1c(Cc2ccccc2)sc(NC(=O)/C=C/c2cccc3ccccc23)c1C(N)=O	0.3%	-5%	-8%	-2%	-12%
Cn1c(=O)c2c(SCCN3CCOCC3)nc(C3CCCC3)nc2n(C)c1=O	6.8%	2%	1%	6%	19%
Cc1ccc(N(CC(=O)NC(C)C)C(=O)CCC(=O)Nc2nccs2)c(C)c1	1.7%	3%	-6%	-11%	-11%
CC(C)c1ccc(O)c(NC(=S)NC(=O)c2ccc3c(c2)OCO3)c1	7.0%	?	-5%	-6%	?
C=CCOC(=O)C(=O)/C=C/c1csc2ccccc12	0.6%	8%	8%	1%	12%
O=C(NCc1cccnc1)c1cc(Sc2ccccc2Cl)nc2ccccc12	5.7%	-7%	-4%	8%	27%	inhibitors of VEEV 10K pilot screen=5.0
Cc1cc(C(=O)CSC(C)c2nc3ccccc3c(=O)[nH]2)c(C)n1C (configuration not stated)	0.8%	-2%	3%	7%	-1%
COc1ccc(CCn2c(O)c(C=Nc3ccc(F)cc3)c(=O)[nH]c2=O)cc1OC	0.5%	1%	-2%	.	-4%
O=C(CCCC1=NS(=O)(=O)c2ccccc2N1)Nc1ccccc1	1.0%	-12%	3%	6%	2%
CC1=CC2=NC(=O)C(c3ccccc3)C(=O)N2C=C1 (configuration not stated)	3.9%	.	.	-17%	.
C/C(=N\N1CCCCC1)c1c(O)[nH]c(=O)[nH]c1=O	0.3%	13%	-5%	5%	-32%
Cc1ccc(C2/C(=C(\O)c3c(C)nc4c(C)cccn34)C(=O)C(=O)N2CCN(C)C)o1 (configuration not stated)	1.7%	.	.	8%	.
O=C(CC1c2ccccc2Oc2ccccc21)Nc1ccccc1F	i	3%	-4%	-8%	-7%
O=C(Nc1ccc(F)cc1)C1CCCN(S(=O)(=O)c2ccc3[nH]c(=O)ccc3c2)C1 (configuration not stated)	0.2%	-10%	2%	-1%	10%
COc1cccc(C2C(C#N)=C(N)Oc3c2oc(CO)cc3=O)c1 (configuration not stated)	1.8%	2%	-3%	3%	5%
O=C(NCCc1ccccc1F)c1cccc2cccnc12	1.8%	5%	-5%	9%	67%
Fc1ccc(-c2ccc(/C=N\n3cnnc3)o2)cc1Cl	0.5%	-5%	-6%	-14%	8%
Cc1oc(-c2ccc(Cl)cc2)nc1CS(=O)CC(=O)NCCCN1CCCC(C)C1 (configuration not stated)	0.3%	0%	-2%	0%	1%
COc1ccc(CCNC(=O)c2cc(-c3ccccc3)on2)cc1OC	0.7%	8%	7%	-2%	-4%
COCCCNc1nc2nonc2nc1N(C)CC1CCCN1C (configuration not stated)	2.5%	-1%	5%	-2%	10%
COC(=O)C1=C(C)N(CCCC(=O)O)C(=O)NC1c1cccc(Cl)c1Cl (configuration not stated)	1.8%	-6%	-2%	-5%	1%	inhibitors of VEEV 10K pilot screen=1.8
COc1ccc(-c2cc(C(=O)N3CCN(c4ccccc4)CC3)c3ccccc3n2)cc1	5.6%	51%	-6%	7%	6%
CCCc1cc(=O)[nH]c(Nc2ccc(N3CCCCC3)cc2)n1	i	-19%	13%	13%	10%	inhibitors of VEEV 10K pilot screen=0.6
O=C(N/N=C/c1cccc2ccccc12)c1cccs1	1.6%	5%	-6%	6%	20%
Cc1nn(-c2cccc(Cl)c2)c2nc(-c3ccncc3)cc(C(=O)N3CCOCC3)c12	5.3%	?	-6%	3%	30%
CC(C)NCC(O)COCCOc1ccc(Cl)cc1 (configuration not stated)	0.0%	-12%	7%	-5%	-1%
CC1(C)Cc2noc(N)c2C(C)(C)N1OC(=O)c1ccccc1	1.2%	-5%	-2%	3%	3%
CCn1c(P(C)(=O)O)nc2cc(NC(=O)c3ccccc3F)ccc21	i	-4%	-3%	8%	-5%
CNC(=O)c1c(Cl)cnn1-c1ccc(C)cc1	3.8%	-3%	5%	-3%	3%

Of the compounds above, these have two or more sulfur atoms:
SMILES	inhibitors of VEEV	M. tuberculosis HTS	PhoP GFP inhibition	H1N1 NS1A inhibition	tuberculosis growth	others
Cc1ccc(O)c(CNc2ccc(S(=O)(=O)Nc3nccs3)cc2)c1	1.5%	3%	0%	-6%	78%
Cc1ccsc1CN(C)C(=O)C(NC(=O)c1cccc(S(=O)(=O)N2CCOCC2)c1)C(C)C (configuration not stated)	3.2%	-9%	.	-17%	25%
CN1C(=O)/C(=C/c2coc3ccc(O)cc3c2=O)SC1=S	1.7%	-2%	11%	17%	10%
Cc1nc(Nc2ccc(S(N)(=O)=O)cc2)sc1-c1ccccc1	6.5%	41%	18%	8%	19%
COc1cc2sc(-c3ccc(S(C)(=O)=O)cc3)c(C(=O)NCCCCO)c2cc1OC	9.4%	4%	.	6%	-12%
CSc1cccc(NS(=O)(=O)c2cccc3nsnc23)c1	1.9%	-1%	-2%	11%	12%
CCSC1=C(C#N)C(c2cccs2)C(C(=O)OC)=C(C)N1 (configuration not stated)	i	-5%	-6%	5%	7%

Bioassay records from PubChem BioAssay.
